From PubChem
MEKK3 PB1 HTS: modulators (inhibitors or enhancers) of MEK5 binding to human MEKK3 PB1 domain. Q99759. bead-based flow cytometry, Alexa488-MEK5 binding to MEKK3; actives lie on both sides; 0 = blocked by unlabeled MEK5, 100 = vehicle. binding response (% of control), % at 10 µM. 1.4% of 290,000 active. AID 1529;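 active means binding response more than 3 SD above or below the average of its plate-row segment, actives on both sides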;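 further: Alexa488 bead fluorescence after subtracting the streptavidin-only scavenger bead signal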
Target sequence (Q99759 whole entry, looked up, the tested form may be a part): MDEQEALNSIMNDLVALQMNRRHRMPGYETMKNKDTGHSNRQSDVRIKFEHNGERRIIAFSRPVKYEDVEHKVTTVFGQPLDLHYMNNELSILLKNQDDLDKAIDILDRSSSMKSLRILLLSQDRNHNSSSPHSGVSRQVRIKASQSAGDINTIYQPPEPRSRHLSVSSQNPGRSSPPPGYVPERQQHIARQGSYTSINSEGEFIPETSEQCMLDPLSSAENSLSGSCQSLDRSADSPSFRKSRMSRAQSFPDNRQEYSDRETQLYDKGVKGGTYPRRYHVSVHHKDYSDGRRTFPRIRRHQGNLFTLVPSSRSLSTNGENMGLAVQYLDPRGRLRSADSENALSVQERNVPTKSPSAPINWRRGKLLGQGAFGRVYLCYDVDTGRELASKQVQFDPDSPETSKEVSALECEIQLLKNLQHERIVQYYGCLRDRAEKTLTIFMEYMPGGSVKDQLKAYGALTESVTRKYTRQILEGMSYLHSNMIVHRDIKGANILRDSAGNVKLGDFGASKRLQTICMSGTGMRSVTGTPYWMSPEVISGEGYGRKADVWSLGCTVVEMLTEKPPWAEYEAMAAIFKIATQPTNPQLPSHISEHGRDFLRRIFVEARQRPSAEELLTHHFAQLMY
GPR7 antag: blocks human GPR7 receptor signaling; P48145; GPR7-expressing cells, fluorescence antagonist assay; inhibition, % at 4.4 µM; 1.1% of 290,000 active; in the data active means inhibition above about 16%, passing the limit was not always enough;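 further: cells stimulated with the agonist NPW; 0% = agonist with vehicle and 100% = vehicle without agonist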
DNA FID counter: displaces DNA intercalator in HCV helicase counter-screen. DNA fluorescent intercalator displacement, fluorescence. inhibition, % at 7.9 µM. 0.17% of 290,000 active. AID 1845; in the data active means inhibition above about 37%;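 further: 0% = vehicle and 100% = reference compound; higher means more ethidium bromide displaced from hairpin DNA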
OXTR agonist: activates the human oxytocin receptor; CHO-OTR cells, Fluo-8 calcium fluorescence; normalized: DMSO 0%, oxytocin 100%; 0.32% of 320,000 active; P30559; activation, % at 3 µM;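 active means activation above the mean of all tested compounds plus 3 SD, cutoff set per screening run, cut at about 20% in these data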;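 further: peak over basal fluorescence ratio from a 100 s FLIPR kinetic read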
Target sequence (P30559 whole entry, looked up): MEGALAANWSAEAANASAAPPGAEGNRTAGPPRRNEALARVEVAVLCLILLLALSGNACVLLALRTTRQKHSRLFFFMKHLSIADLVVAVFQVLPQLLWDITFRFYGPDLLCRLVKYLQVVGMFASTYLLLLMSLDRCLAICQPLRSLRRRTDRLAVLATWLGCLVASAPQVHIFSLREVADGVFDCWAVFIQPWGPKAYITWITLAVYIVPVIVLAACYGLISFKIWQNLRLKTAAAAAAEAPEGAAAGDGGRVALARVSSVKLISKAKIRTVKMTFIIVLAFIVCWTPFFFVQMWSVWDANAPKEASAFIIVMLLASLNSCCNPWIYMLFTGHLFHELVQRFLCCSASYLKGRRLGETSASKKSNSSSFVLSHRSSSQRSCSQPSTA
MEKK2wt PB1 HTS: raises or lowers MEK5 binding to wildtype human MEKK2 PB1 domain; Q9Y2U5; bead flow cytometry, Alexa488-MEK5 binding to MEKK2 WT; actives lie on both sides; binding response (% of control), % at 10 µM; 1.1% of 290,000 active; AID 1531; in the data active means binding response below about 67% or above about 130%
M18AAP inhibitor: PfM18AAP enzyme inhibition. recombinant PfM18AAP, H-Glu-NHMec fluorogenic cleavage. inhibition, % at 7.35 µM. 1.2% of 290,000 active;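 active means inhibition above the campaign mean inhibition over all tested compounds plus 3 SD, cut at about 28% in these data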;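 further: 0% = plate median of test compound wells and 100% = 2 mM ZnCl2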
NALP1 yeast inh: NALP1 inhibition | S. cerevisiae NALP1/ASC/caspase-1 growth, X-gal OD620, 72 h | inhibition, % at 10 µM | 0.61% of 280,000 active | AID 2071; in the data active means inhibition mostly above about 24%, no sharp cut-off; inactive means mostly below about 32%; further: some compounds called inactive have numbers as strong as hits
PHOSPHO1 block: PHOSPHO1 (human) inhibition; Q8TCT1; inhibition, % at 13.3 µM; 1.1% of 290,000 active; recombinant PHOSPHO1, absorbance phosphatase assay; in the data active means inhibition above about 60%
MEKK2 mut-MEK5: signal of MEK5 binding to mutant human MEKK2 PB1 domain. percent response, % at 10 µM. bead flow cytometry, Alexa488-MEK5 binding to MEKK2 mutant. 0.35% of 290,000 active; in the data active means percent response above about 24%, passing the limit was not always enough; further: inactives centre near 1; some results filed as inactive read as strong as hits; reference of the scale not given here
* marks the source's active call; other numbers are inactive results; nt = no result given; [ ] = another dose, or the depositor's remark.

cpd	SMILES	MEKK3 PB1 HTS	GPR7 antag	DNA FID counter	OXTR agonist	MEKK2wt PB1 HTS	M18AAP inhibitor	NALP1 yeast inh	PHOSPHO1 block	MEKK2 mut-MEK5
1	Cc1cc(=O)oc2c(CN3CCC(C)CC3)c(O)c(Cl)cc12	100	-4	-9	-0.5	95	-3	2	-7	-5
2	CN(CC(=O)N1CCN(Cc2ccccc2)CC1)S(=O)(=O)c1cccc2nsnc12	100	6	-12	4.4	100	-7	-8	-10	-5
3	CCCCN1/C(=C/c2ccc3ccccc3[n+]2CC)Sc2ccccc21	93	85*	4	nt	59	4	10	-68	-10
4	O=[N+]([O-])c1cccc(-c2cn(-c3ccccc3)c(=S)[nH]2)c1	109	-11	-11	-1.5	104	50*	6	1	-1
5	NS(=O)(=O)c1ccc(CCNC(=O)COC(=O)CC(c2ccccc2)c2ccccc2)cc1	88	52*	-30	0.9	84	14	4	25	-12
6	COc1cccc(C(=O)CSc2nc3ccccc3n2CC(=O)N2CCOCC2)c1	110	-11	-11	-0.1	113	5	8	10	7
7	CCC(=O)N(CCC(c1ccccc1)c1ccco1)Cc1cccs1 (stereo not given)	101	-2	-28	-1.5	101	0	-8	20	3
8	CCN(CC)C(=O)c1cn(-c2cccc(OC)c2)c(=O)c2ccccc12	112	-15	-23	-0.2	113	3	6	38	14
9	Cc1ccc(CCN2CC(C(=O)NC3CCCC3)CC2=O)cc1 (stereo not given)	104	-9	-6	-0.1	105	-4	14	17	18
10	CCCC1C2C(=O)N(c3ccccc3)C(=O)C2ON1c1ccccc1 (stereo not given)	102	-7	-11	-2.0	102	2	-10	24	3

cpd	SMILES	MEKK3 PB1 HTS	GPR7 antag	DNA FID counter	OXTR agonist	MEKK2wt PB1 HTS	M18AAP inhibitor	NALP1 yeast inh	PHOSPHO1 block	MEKK2 mut-MEK5
11	O=C(CSc1nnc(-c2ccccc2F)o1)N1CCCC1	104	-11	-1	1.2	101	-4	1	28	1
12	O=C(c1ccc2nc(N3CCOCC3)sc2c1)N1CCN(C(=O)c2ccco2)CC1	110	-5	-16	0.4	114	-10	26	-1	9
13	Cc1ccc(S(=O)(=O)N2CCCOC2CNC(=O)C(=O)NCc2ccncc2)cc1 (stereo not given)	112	-3	-7	-0.6	107	1	19	2	1
14	O=C(Nc1nc(-c2ccc(Cl)cc2Cl)cs1)c1ccc(OCC2CCCO2)cc1 (stereo not given)	103	-16	-3	1.0	105	1	40	8	-1
15	O=C1NCCCC1C(=O)NCCN1C(=O)CCC1=O (stereo not given)	74	-15	3	1.6	79	8	15	3	-8
16	Cc1c(NC(=O)COC(=O)c2ccccc2Cl)c(=O)n(-c2ccccc2)n1C	96	1	-1	-0.8	92	-1	-1	36	-6
17	O=C(Nc1c(F)cccc1F)c1cnc(N2CCN(c3ccccn3)CC2)c2ccccc12	109	-17	-31	-0.9	101	-3	12	14	3
18	Oc1c(CN2CCN(c3ccccc3)CC2)cc(Br)c2cccnc12	95	-5	-10	0.3	95	13	8	34	10
19	O=C(O)c1cc(C(=O)C2CC2)c[nH]1	106	3	-2	1.4	103	-3	6	36	-3
20	Cc1ccc(C(C)C)cc1OCC(=O)Nc1ccccc1N1CCCC1	98	-20	-26	-1.8	100	-10	19	28	4

cpd	SMILES	MEKK3 PB1 HTS	GPR7 antag	DNA FID counter	OXTR agonist	MEKK2wt PB1 HTS	M18AAP inhibitor	NALP1 yeast inh	PHOSPHO1 block	MEKK2 mut-MEK5
21	Cc1ccc(-c2cc(=O)[nH]c3ccccc23)cc1	109	-15	-12	2.8	108	2	nt	nt	12
22	CCn1cc(C(=O)NCCCOC)c2cc(OC)c(OC)cc2c1=O	104	-4	2	3.0	108	-2	0	-3	4
23	CC1(C)CC[C@@]23CC[C@]4(C)[C@@](OC2=O)(C3C1)[C@H]1O[C@H]1C1[C@@]2(C)CC[C@H](O)C(C)(C)C2CC[C@]14C (stereo not given in full)	100	nt	nt	2.6	95	nt	nt	nt	1
24	CC(C)CNC(=O)c1cccc(NC(=O)Cc2ccc(Br)cc2)c1	80	2	-18	4.2	93	1	34	21	0
25	NC(=O)CC(NC(=O)Cc1ccc(Cl)cc1)c1ccc(NC2CCN(Cc3ccccc3)CC2)c([N+](=O)[O-])c1 (stereo not given)	99	-8	6	-0.6	108	0	18	-19	0
26	Cc1ccn(C(C)CC(=O)N2CCc3ccccc32)n1 (stereo not given)	100	-9	-9	-0.8	104	0	6	7	2
27	COc1cc(/C=N/n2cnnc2)ccc1OC(=O)c1cccnc1	100	-1	-2	-0.5	99	-12	16	31	3
28	COc1ccc(C2C(C(=O)c3cccs3)=C(O)C(=O)N2c2cccc(C)n2)cc1OC (stereo not given)	102	-10	-24	-0.5	102	4	-5	28	4
29	COc1cc(/C=C2\C(=N)N3N=C(S(C)(=O)=O)SC3=NC2=O)ccc1OC(=O)c1cccs1	93	18	9	-1.4	90	0	8	14	-6
30	CCCCCN(C(=O)CCC(=O)OCC(=O)c1cccc(OC)c1)c1c(N)n(CCCC)c(=O)[nH]c1=O	97	-6	-37	0.0	104	5	0	48	8

cpd	SMILES	MEKK3 PB1 HTS	GPR7 antag	DNA FID counter	OXTR agonist	MEKK2wt PB1 HTS	M18AAP inhibitor	NALP1 yeast inh	PHOSPHO1 block	MEKK2 mut-MEK5
31	Cc1ccc(-c2cc(C(=O)NCCc3ccccn3)c3ccccc3n2)c(C)c1	107	-10	-21	-2.0	97	-5	24	-16	29
32	COc1ccc(N2CCN(C(=O)c3ccc(CS(=O)(=O)c4ccc(Br)cc4)o3)CC2)cc1	104	-9	-11	1.2	103	-2	8	14	3
33	CCCOc1ccc(-c2nc(-c3ccc([N+](=O)[O-])cc3)cs2)cc1	98	-1	-4	0.7	98	-6	24	25	3
34	COc1ccccc1/C=C/c1onc(C)c1S(=O)(=O)N1CCC(C(=O)NC(C)C)CC1	96	-5	-52	2.2	99	-7	4	33	-2
35	COc1cc2c(cc1OC)C(COc1ccc(F)cc1)N(C(=O)c1ccco1)CC2 (stereo not given)	107	13	-30	0.4	112	-10	42	25	4
36	COc1ccccc1N(CC(O)CN1C(C)CCCC1C)S(=O)(=O)c1ccccc1 (stereo not given)	104	-5	5	0.9	112	-10	18	16	12
37	COC(=O)COc1ccc(S(=O)(=O)Nc2ccccc2C(=O)OC)cc1	100	-4	-15	3.1	100	-17	5	-21	3
38	COc1ccc(C(CC(=O)c2ccccc2)C2CCCCC2=O)cc1 (stereo not given)	nt	-2	-9	-2.9	nt	0	27	14	nt
39	Cc1cc(C)cc(C(=O)NCCC(=O)NCc2cc(=O)n(C)c(=O)n2C)c1	100	-16	3	0.8	101	-2	10	34	1
40	Cc1cccn2c(=O)c3cc(C(N)=S)c(=N)n(CCCN4CCOCC4)c3nc12	95	-11	18	-0.1	100	4	4	9	-3

cpd	SMILES	MEKK3 PB1 HTS	GPR7 antag	DNA FID counter	OXTR agonist	MEKK2wt PB1 HTS	M18AAP inhibitor	NALP1 yeast inh	PHOSPHO1 block	MEKK2 mut-MEK5
41	O=C1CN(S(=O)(=O)c2ccc(Cl)cc2)CC(=O)N1CCc1ccccc1	93	0	-7	-0.5	91	3	-12	18	-6
42	COc1ccc(Cl)cc1CN1CCN(c2nc(C)cc(C)c2C#N)CC1	101	2	-11	-2.5	100	-6	3	10	7
43	O=S(=O)(c1cccc(-c2nc3n(n2)Cc2ccccc2-3)c1)N1CCCC1	97	-7	-9	-0.9	106	1	-13	-22	4
44	Fc1ccc(COc2ccc(Cl)cc2/C=N/Nc2nc(N3CCCC3)nc(N3CCCC3)n2)cc1	102	4	-4	0.3	110	-12	17	-7	6
45	CC(C)NS(=O)(=O)c1ccc(CCC(=O)N2CCCCC2)cc1	83	23*	-6	0.2	89	7	18	29	-8
46	Cc1cccc(CS(=O)(=O)Cc2ccc(C(=O)NC3CCCCC3)o2)c1	102	-2	-30	1.1	97	1	23	30	0
47	CCn1cc(C(=O)NCCc2ccc(Cl)cc2)c(=O)c2cc(S(=O)(=O)N(C)C)ccc21	103	-16	-5	nt	103	2	24	-12	0
48	CC(C)c1ccc(C(C)NCCS(=O)(=O)c2ccc(Br)cc2)cc1 (stereo not given)	98	1	9	-0.6	106	4	13	25	-1
49	COc1ccc(C(=O)NCc2cccnc2)cc1	78	-7	1	1.6	102	-4	10	-1	4
50	COc1ccccc1C(=O)C1Nc2ccccc2-c2nnc(SC)nc2O1 (stereo not given)	97	0	-1	-0.8	98	7	6	-8	0

Entries listed so far with two or more sulfur atoms:
cpd	SMILES	MEKK3 PB1 HTS	GPR7 antag	DNA FID counter	OXTR agonist	MEKK2wt PB1 HTS	M18AAP inhibitor	NALP1 yeast inh	PHOSPHO1 block	MEKK2 mut-MEK5
2	CN(CC(=O)N1CCN(Cc2ccccc2)CC1)S(=O)(=O)c1cccc2nsnc12	100	6	-12	4.4	100	-7	-8	-10	-5
29	COc1cc(/C=C2\C(=N)N3N=C(S(C)(=O)=O)SC3=NC2=O)ccc1OC(=O)c1cccs1	93	18	9	-1.4	90	0	8	14	-6

The list goes on:
cpd	SMILES	MEKK3 PB1 HTS	GPR7 antag	DNA FID counter	OXTR agonist	MEKK2wt PB1 HTS	M18AAP inhibitor	NALP1 yeast inh	PHOSPHO1 block	MEKK2 mut-MEK5
51	COc1cccc(C(C(=O)NCC2CCCO2)N(CC2CCCO2)C(=O)CN2C(=O)c3ccccc3S2(=O)=O)c1 (stereo not given)	91	-8	-28	-0.1	82	2	2	23	-13
52	CS(=O)(=O)N1CCN(c2ccc(NC(=O)CSc3ccc(Cl)cc3)cc2)CC1	101	0	1	-0.5	100	-6	-11	21	0
53	Nc1nc(SCc2ccc(Cl)c(Cl)c2)n[nH]1	92	-4	-2	0.6	97	-7	15	4	-4
54	Cc1cc(C)c(NC(=O)c2ccc(CN3CCc4ccccc4C3)cc2)c(C)c1	106	3	-5	-2.5	100	3	9	-9	3
55	Cc1cccc(OCc2nnc(SCc3cc(=O)[nH]c4ccccc34)n2-c2ccccc2)c1	69	-6	-36	-1.0	61	-4	21	-21	-3
56	CC1C(c2ccccc2)N(C)CCC12NC(=O)NC2=O (stereo not given)	4.0*[inhibitor]	-4	1	0.1	6.0*[inhibitor]	2	17	14	-45
57	COc1ccc2nc(-c3ccccc3)nc(SCC(=O)NCC3CCCO3)c2c1 (stereo not given)	102	-11	-32	0.8	103	2	2	35	2
58	O=C(Nc1cccc(-n2cccn2)c1)C1CCCN(Cc2cccc(F)c2F)C1 (stereo not given)	102	-3	6	0.6	110	-9	12	13	6
59	CSc1ccccc1NC(=O)COC(=O)c1ccccc1O	97	-12	-6	-2.1	92	3	4	58	-4
60	Cc1cccc(NC(=S)NC2CC3C=CC2C3)c1 (stereo not given)	93	-11	-5	-0.9	92	-2	nt	18	-4

Full records from above:
Nc1nc(SCc2ccc(Cl)c(Cl)c2)n[nH]1 as listed: MEKK3 PB1 HTS: 92; GPR7 antag: -4; DNA FID counter: -2; OXTR agonist: 0.6; MEKK2wt PB1 HTS: 97; M18AAP inhibitor: -7; NALP1 yeast inh: 15; PHOSPHO1 block: 4; MEKK2 mut-MEK5: -4
Cc1cccc(NC(=S)NC2CC3C=CC2C3)c1 (stereo not given) as listed: MEKK3 PB1 HTS: 93; GPR7 antag: -11; DNA FID counter: -5; OXTR agonist: -0.9; MEKK2wt PB1 HTS: 92; M18AAP inhibitor: -2; NALP1 yeast inh: nt; PHOSPHO1 block: 18; MEKK2 mut-MEK5: -4
COc1ccc2nc(-c3ccccc3)nc(SCC(=O)NCC3CCCO3)c2c1 (stereo not given) as listed: MEKK3 PB1 HTS: 102; GPR7 antag: -11; DNA FID counter: -32; OXTR agonist: 0.8; MEKK2wt PB1 HTS: 103; M18AAP inhibitor: 2; NALP1 yeast inh: 2; PHOSPHO1 block: 35; MEKK2 mut-MEK5: 2
